Cl transport mod = modulators of human KCC2 chloride dependent transport. KCC2 cells, thallium flux FluoZin-2 fluorescence. B-score of Tl+ flux slope (higher = more flux/activation; lower = inhibition) at 10 µM. actives 2.2% (n = 190,000). AID 1456;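 active = thallium flux slope and its plate-corrected score both differing from the plate sample mean at a set confidence after two filtering rounds, in either direction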;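 note: slope of fluorescence scaled to starting intensity during 10 to 20 s after thallium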
Target sequence (Q9H2X9 whole entry, looked up): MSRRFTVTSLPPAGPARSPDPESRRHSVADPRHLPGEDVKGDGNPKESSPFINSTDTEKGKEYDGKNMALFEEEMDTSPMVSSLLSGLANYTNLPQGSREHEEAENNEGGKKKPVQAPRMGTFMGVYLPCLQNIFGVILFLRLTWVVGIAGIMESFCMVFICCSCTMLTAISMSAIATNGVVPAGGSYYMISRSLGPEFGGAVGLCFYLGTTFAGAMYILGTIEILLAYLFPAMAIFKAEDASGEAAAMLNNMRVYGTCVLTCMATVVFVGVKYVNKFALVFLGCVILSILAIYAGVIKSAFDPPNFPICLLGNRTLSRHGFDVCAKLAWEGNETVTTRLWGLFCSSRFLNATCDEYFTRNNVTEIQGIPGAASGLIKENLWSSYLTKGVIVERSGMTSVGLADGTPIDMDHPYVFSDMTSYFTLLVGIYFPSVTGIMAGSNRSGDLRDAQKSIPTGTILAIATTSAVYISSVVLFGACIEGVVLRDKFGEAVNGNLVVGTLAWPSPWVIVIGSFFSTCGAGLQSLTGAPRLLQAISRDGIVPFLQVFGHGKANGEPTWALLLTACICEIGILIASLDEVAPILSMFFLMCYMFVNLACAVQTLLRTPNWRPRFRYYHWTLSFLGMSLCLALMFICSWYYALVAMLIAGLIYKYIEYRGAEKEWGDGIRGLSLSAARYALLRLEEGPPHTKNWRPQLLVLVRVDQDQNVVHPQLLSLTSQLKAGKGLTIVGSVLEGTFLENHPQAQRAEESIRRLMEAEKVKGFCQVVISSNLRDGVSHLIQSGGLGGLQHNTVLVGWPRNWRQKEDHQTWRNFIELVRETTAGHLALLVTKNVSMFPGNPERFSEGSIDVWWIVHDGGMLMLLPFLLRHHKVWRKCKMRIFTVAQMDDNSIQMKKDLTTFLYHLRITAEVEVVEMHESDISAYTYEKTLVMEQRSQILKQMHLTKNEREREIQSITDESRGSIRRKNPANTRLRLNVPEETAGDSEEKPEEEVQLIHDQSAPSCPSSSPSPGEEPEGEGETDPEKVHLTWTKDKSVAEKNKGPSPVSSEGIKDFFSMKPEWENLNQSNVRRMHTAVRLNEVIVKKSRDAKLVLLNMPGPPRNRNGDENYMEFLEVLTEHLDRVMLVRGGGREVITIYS
Mdm2 ligase inh = blocks human Mdm2 ubiquitin ligase activity | actives 0.11% (n = 210,000) | AID 1230 | Q00987 | signal enhancement, % at 5 µM | cell-based MDM2 ubiquitination luciferase reporter, 2 h; 0 = plate control, 100 = twice control, blank-subtracted;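 active = signal enhancement of 30% or more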;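 note: luminescence tracks abundance of the self-degrading MDM2-luciferase fusion protein; higher signal means inhibition of MDM2 E3 ligase activity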
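Material: stable MDM2–luciferase fusion reporter cells / Quantity: 2000 cells/well / Dosing: single 5 µM compound dose, 0.2% final DMSO / Buffer or medium: DMEM / Schedule: 4 h cell settling then 2 h compound exposure, 37 °C / Detection: luminescence with SteadyLite reagent, 15 min at room temperature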
Rad51 HR inh = Rad51 (human) homologous recombination inhibition. AID 1385. actives 0.085% (n = 200,000). Q06609. inhibition, % at 10 µM. hRad51 DNA strand exchange, fluorescence dequenching;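 active = inhibition above 40% at the single screening dose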;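 note: 0% = DMSO control wells and 100% = blanks with heterologous ssDNA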
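Test system: preformed human Rad51 ssDNA filaments. Compound dosing: single dose, 10 µM final compound. Incubation: filaments 15 min 37 °C, then compound 30 min. Technique: FRET fluorescence dequenching, excitation 485 nm, emission 520 nm. Read-out basis: percent inhibition from fluorescence, normalised to plate control and blank means. Benchmarks: plate controls and plate blanks.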
TNF death inh = blocks TNF-alpha induced death of Jurkat FADD-/- cells. Jurkat FADD-/- TNF necroptosis rescue, ATP luminescence, 24 h; 0 = TNF only, 100 = no-TNF cells. activation (protection from cell death), % at 10 µM. actives 0.068% (n = 220,000). AID 463075;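 active = activation, meaning protection from cell death, of at least 50% relative to plate controls; inactive = activation below 50%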;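 note: necroptosis triggered by 40 ng/mL TNF-alpha added together with compound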
EBV gp42 inh = EBV gp42 inhibition | Q1HVG2 | Fluorescence polarization binding assay, mP read-out | inhibition, % (tested at 21.74 µM) | actives 0.42% (n = 220,000) | AID 1085; in the data active = inhibition above about 50%
Calpain2 inh = calpain II (pig) inhibition. purified calpain II, fluorogenic peptide substrate, 30 min. inhibition, % at 16 µM. actives 0.37% (n = 220,000);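 active = inhibition above about 50%, limit read from the data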
PERK inhibitor = human PERK inhibition, primary cell-based screen; CHO PERK-DD fusion, SEAP luminescence translation reporter; inhibition, % at 5.6 µM; actives 0.17% (n = 220,000); AID 1416;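 active = inhibition above the mean inhibition of all tested compounds plus 3 SD, set separately per screening campaign, cut at about 2.9% in these data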;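 note: PERK kinase domain activated by AP20187 dimerizer at 100 nM; 0% = DMSO with dimerizer and 100% = rapamycin at 8.4 µM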
eIF4E-4G inh = blocks eIF4E binding to eIF4G | TR-FRET eIF4E-eIF4GI(517-606) binding, 2 h | actives 0.37% (n = 220,000) | P63073+Q04637 | inhibition, % at 21.7 µM;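 active = inhibition above about 30%, limit read from the data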;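 note: 0% = full FRET control wells and 100% = background wells lacking eIF4GI fragment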
L929 necroptosis = blocks zVAD induced death of L929 cells; L929 zVAD necroptosis rescue, ATP luminescence, 24 h; with zVAD 60 µM; viability rescue, % at 10 µM; actives 0.38% (n = 220,000); AID 1377;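 active = activation, scaled between plate controls, above about 75%, limit read from the data; inactive = activation under that limit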;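 note: 0% = zVAD with DMSO and 100% = DMSO alone without zVAD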
Numbers without * were called inactive; x = not tested or not shown; [ ] = remark or other dose. Compounds as they come, and some 3.6% of all compounds hit somewhere here.

SMILES | Cl transport mod | Mdm2 ligase inh | Rad51 HR inh | TNF death inh | EBV gp42 inh | Calpain2 inh | PERK inhibitor | eIF4E-4G inh | L929 necroptosis
CCOC(=O)C1CCCCN1Cc1ccc(F)cc1 (configuration not stated) | 0.157 | -9.9 | x | 0.8 | -13.7 | -26.0 | 0.2 | 1.1 | 0.6
Cc1ccc(C2=NN(C(=O)CCl)C(c3cccs3)C2)o1 (configuration not stated) | -0.0151 | -7.8 | 0.1 | -14.2 | -7.2 | -5.9 | 0.0 | 2.4 | 2.4
CCSC1=C(C#N)C(c2ccc(C)s2)CC(=O)N1 (configuration not stated) | x | x | -5.7 | -0.8 | x | x | 0.9 | x | 0.6
OCCN(Cc1ccccc1)Cc1ccccc1O | 0.155 | -19.1 | 3.8 | 2.0 | -5.7 | 4.8 | -0.2 | -2.6 | 1.0
CCCCCCCCCCCCS(=O)(=O)CCC(=O)O | 2.94 | -2.3 | 0.8 | 1.5 | -12.2 | -9.6 | 0.2 | 5.9 | 0.3
CCN1CNC(=S)N(c2cccc(C)c2)C1 | 1.23 | -24.9 | -22.4 | 1.3 | -12.6 | 4.8 | 1.1 | 2.7 | -0.2
COc1ccc(C(O)Cn2cc([N+](=O)[O-])nc2C)cc1 (configuration not stated) | -0.356 | -11.7 | -12.3 | 1.8 | -0.7 | -0.5 | 1.8 | -2.6 | 0.5
Cc1c(NC(=O)Cn2cnc3c(=O)n(C)c(=O)n(C)c32)cccc1-c1nc2ccccc2o1 | -0.0964 | x | x | -2.3 | x | x | -0.9 | x | 0.1
COC(=O)C1C(=O)C2=C(CC1C)NC(=O)CC2c1cccc(C)c1 (configuration not stated) | x | -9.5 | 6.6 | -3.6 | -12.9 | 9.0 | 0.2 | -3.3 | -0.3
COCCNc1nc(-c2cc(-c3ccc(Cl)cc3)on2)cc(C(C)C)n1 | -0.141 | -7.5 | -2.5 | 3.7 | -4.1 | 1.4 | x | -2.4 | 0.4
CCc1ccc(S(=O)(=O)Nc2cccc(-c3ccc4nncn4n3)c2)s1 | 1 | 18.2 | 0.8 | -0.8 | -13.1 | -23.5 | 0.3 | 0.7 | 3.9
c1ccc2nc3c(nc2c1)CCc1nonc1-3 | 0.266 | -10.3 | -3.3 | 0.3 | 5.2 | 23.4 | -0.3 | 13.6[fluorescence artefact?] | 3.7
C=C(C)C(=O)Nc1cccc(C2=NOC3(C2)C[C@@H](C(N)=O)N(C(=O)C2(C)CC2)C3)c1 (some centres not stated) | -0.969 | 7.3 | -24.9 | 0.8 | -13.9 | 17.1 | x | 13.4 | -0.1
CCOc1c(Cl)cc(CNCC(C)C)cc1OC | x | -8.1 | 8.7 | 1.5 | -10.9 | 0.4 | -0.6 | 4.0 | 0.6
Cc1ccc(C)c(NC(=O)CCC(=O)NNC(=S)Nc2ccccc2)c1 | -0.0758 | -3.9 | -4.8 | 0.1 | -7.1 | -20.2 | 0.0 | 2.2 | 1.9
COc1cc(S(=O)(=O)N(Cc2cccs2)CC2CCCO2)ccc1-n1cnnn1 (configuration not stated) | -0.588 | -16.6 | 8.8 | -1.0 | -4.0 | 0.5 | -1.9 | 2.0 | 0.1
COC(=O)C(C)Sc1nnc(Cc2cc(=O)[nH]c(=O)[nH]2)n1-c1cccc(OC)c1 (configuration not stated) | 1.51 | -31.8 | -2.9 | 1.3 | -6.9 | -13.7 | 1.2 | 3.7 | 1.0
COc1ccc2c(c1OC)C(=O)OC2CC(=O)O (configuration not stated) | 0.525 | 1.0 | 0.0 | 0.4 | -19.9 | -13.1 | 0.4 | 1.3 | -0.1
O=C(c1ccc(F)cc1)N1CCCC(C(=O)N2CCc3ccccc3C2)C1 (configuration not stated) | -0.1 | -3.3 | x | 2.6 | -9.1 | -15.8 | 0.4 | 0.6 | -0.2
O=C(/C=C/c1ccc(Cl)cc1Cl)N1CCN(c2ccccc2[N+](=O)[O-])CC1 | -0.171 | -0.8 | -13.5 | 1.3 | 1.2 | 20.0 | 0.6 | 13.7 | -0.2
CC(C)CNC(=O)NC1(C(F)(F)F)Oc2ccccc2O1 | x | 25.2 | -1.2 | -1.2 | -12.8 | -15.3 | 1.4 | 3.0 | 28.4
CC(C)CC(NC(N)=O)C(=O)NCc1ccc(Cl)cc1 (configuration not stated) | 0.0733 | -4.5 | -12.4 | 18.9 | 4.0 | -9.8 | 0.4 | -1.3 | 3.7
CC(=O)n1cc(N(C(=O)CCl)c2ccccc2)c2ccccc21 | 0.429 | -2.8 | x | -27.9 | -6.5 | -22.8 | -0.1 | -4.7 | 59.5
CCOC(=O)Cc1[nH]nc2c1C(c1ccoc1)C(C#N)=C(N)O2 (configuration not stated) | x | -9.6 | -8.3 | -3.0 | -9.8 | -38.8 | -0.2 | 0.0 | 0.8
CCOC(=O)C1=C(O)/C(=C/c2ccc(C)o2)SC1=NC(=O)c1ccccc1C | -0.0113 | x | x | -2.9 | x | x | 0.5 | x | -1.0
CN(C)c1ccc(/C=N\S(=O)(=O)c2ccccc2)cc1 | 0.291 | -18.6 | -10.3 | 2.1 | 7.1 | 20.4 | 0.0 | 1.1 | 0.1
CCc1ccc(C2CC(=O)Nc3c2c(=O)nc2c(C)cccn32)cc1 (configuration not stated) | 0.632 | 5.6 | x | 0.2 | -6.7 | -56.7 | 0.4 | 1.6 | 0.4
Nc1cc(S(=O)(=O)O)cc([N+](=O)[O-])c1O | 0.0199 | -4.0 | -1.1 | -0.5 | -4.8 | -13.4 | -0.3 | 4.2 | 3.3
O=C(N/N=C/c1c[nH]c2ccccc12)c1ccn(Cc2ccc(Cl)cc2Cl)n1 | 0.413 | -2.7 | x | -19.5 | 5.2 | -19.4 | 0.0 | 6.1[fluorescence artefact?] | 0.4
CC(C)OC(=O)CSc1nc2c(cc1C#N)CCCCC2 | -0.00709 | -89.8 | -6.3 | 0.9 | -3.7 | 1.9 | -0.1 | 0.6 | -0.2
CCOC(=O)c1nnn(-c2nonc2N)c1C | -0.203 | -15.0 | -9.0 | -0.3 | -16.8 | 6.8 | 0.5 | x | -0.1
Cc1cc(C(=O)NCCC(C)C)c2ccccc2n1 | 1.05 | -5.8 | -0.3 | 4.9 | -19.5 | 2.7 | 1.1 | 6.1 | 1.3
CS(=O)(=O)NCCCNc1ccc(Cl)cc1[N+](=O)[O-] | x | -5.0 | -2.9 | -0.9 | -18.5 | 9.3 | -0.5 | -2.2 | -0.4
COc1ccc(N(CC(=O)N/N=C(\C)CCc2ccccc2)S(=O)(=O)c2ccc(C)cc2)cc1 | 0.134 | -18.3 | 7.5 | 2.3 | -17.6 | 21.1 | -0.8 | 1.4 | 0.0
Cc1cc(N2CCOCC2)ccc1/C=C1\NC(=O)N(Cc2ccccc2)C1=O | 0.412 | 5.0 | -9.1 | 2.1 | 8.3 | -41.0 | 0.1 | 1.1 | 4.4
COc1ccc(Br)cc1CNC(=O)C1CCN(S(=O)(=O)N2CCCC2)CC1 | 0.0245 | -5.3 | -0.1 | 1.1 | -13.7 | -8.7 | -0.8 | -5.0 | 0.3
Cc1ccc(C(=O)NC2CC3CCC(C2)N3Cc2ccco2)cc1 (configuration not stated) | 0.811 | x | 0.9 | -1.0 | -13.3 | -9.3 | 0.0 | -0.2[fluorescence artefact?] | 0.3
NC(=O)c1ccc(C23CC4CC(CC(C4)C2)C3)o1 | -0.268 | 17.5 | 13.2 | 4.6 | 4.6 | 31.0 | -0.3 | -51.3 | 1.2
CCN(CC)S(=O)(=O)c1ccc2c(c1)c(C(=O)O)cn2C | x | -7.1 | x | 0.9 | -34.3 | -19.4 | 0.4 | 2.3[fluorescence artefact?] | 0.6
COc1c(CC=C(C)C)cc(C2CC(=O)c3c(O)cc(O)cc3O2)cc1CC=C(C)C (configuration not stated) | 0.621 | -38.6 | -3.7 | 2.9 | -22.4 | -19.9 | x | -18.6 | -0.1

In the list so far, these contain a nitro group on carbon:
SMILES | Cl transport mod | Mdm2 ligase inh | Rad51 HR inh | TNF death inh | EBV gp42 inh | Calpain2 inh | PERK inhibitor | eIF4E-4G inh | L929 necroptosis
COc1ccc(C(O)Cn2cc([N+](=O)[O-])nc2C)cc1 (configuration not stated) | -0.356 | -11.7 | -12.3 | 1.8 | -0.7 | -0.5 | 1.8 | -2.6 | 0.5
O=C(/C=C/c1ccc(Cl)cc1Cl)N1CCN(c2ccccc2[N+](=O)[O-])CC1 | -0.171 | -0.8 | -13.5 | 1.3 | 1.2 | 20.0 | 0.6 | 13.7 | -0.2
Nc1cc(S(=O)(=O)O)cc([N+](=O)[O-])c1O | 0.0199 | -4.0 | -1.1 | -0.5 | -4.8 | -13.4 | -0.3 | 4.2 | 3.3
CS(=O)(=O)NCCCNc1ccc(Cl)cc1[N+](=O)[O-] | x | -5.0 | -2.9 | -0.9 | -18.5 | 9.3 | -0.5 | -2.2 | -0.4

(listing goes on)
SMILES | Cl transport mod | Mdm2 ligase inh | Rad51 HR inh | TNF death inh | EBV gp42 inh | Calpain2 inh | PERK inhibitor | eIF4E-4G inh | L929 necroptosis
COC(=O)c1cccc(N(C(=O)CNC(=O)c2ccco2)C(C(=O)NC2CCCC2)c2ccco2)c1 (configuration not stated) | 0.056 | -3.5 | 6.3 | -4.3 | -20.5 | -0.7 | -0.3 | 3.2[fluorescence artefact?] | -0.2
CC(C)N(Cc1nc2ccccc2[nH]1)C(C)C | 0.0858 | -17.3 | 0.4 | 1.4 | -16.3 | -1.0 | 0.4 | 3.9[fluorescence artefact?] | 0.0
COc1ccc2[nH]c(=O)c(CN(CCO)C(=O)c3cccs3)cc2c1 | x | -10.1 | x | -0.7 | -29.1 | -62.7 | -0.1 | 1.3[fluorescence artefact?] | 0.0
CN1CCCN(C(=O)CC(c2ccccc2)c2ccccc2)CC1 | 1.12 | -7.2 | -5.3 | 1.9 | 7.0 | 3.4 | 0.9 | -6.8 | -0.2
Cc1ccc(Cl)cc1N(CC(=O)NC1CCCCC1)S(C)(=O)=O | 0.00848 | -24.3 | -6.5 | -0.1 | 2.4 | 9.5 | -0.1 | 0.0 | -0.2
CCOc1ccc2ccccc2c1CNc1nnnn1CC | -0.464 | -8.3 | -0.4 | 0.2 | 3.6 | 5.9 | -0.3 | 3.3 | -0.3
CCOC(=O)c1sc(=NC(=O)c2cccc(C)c2)n(C)c1C | 1.75 | -26.5 | 21.0 | 5.6 | -23.7 | -116.7 | 1.2 | 1.4 | 3.2
CN1/C(=C\C(=O)c2cncc(Br)c2)C(C)(C)c2ccccc21 | -0.972 | -16.5 | -11.9 | -9.0 | -2.8 | 20.4 | -0.8 | 1.1 | -0.6
CCOC(=O)c1nn(-c2ccccc2)c(=O)c2c(N)scc12 | x | -7.1 | 4.6 | -1.4 | -15.6 | 4.0 | 0.4 | -6.1 | 2.6
CC(C)(C)n1nnnc1C(c1ccncc1)N1CCN(c2ccc(O)cc2)CC1 (configuration not stated) | x | 0.1 | x | -0.2 | -9.8 | 15.0 | 0.4 | 1.6[fluorescence artefact?] | 0.8
CCCNC(=O)C(=O)NCc1ccccn1 | 0.786 | -20.6 | -3.8 | 0.5 | -13.0 | 8.3 | 0.8 | 1.6 | 0.5
Cc1ccc(-c2nc(N/N=C/c3cccnc3)c3ccccc3n2)cc1 | -0.422 | -16.1 | 10.1 | -12.0 | -6.4 | -37.0 | -0.9 | -3.7 | -2.2
